RTF Ca sens act: cardiac RTF calcium sensitization | 0.24% of 340,000 active | activation, % at 7.2 µM | AID 493008 | P19429+P45379 | IANBD-labeled TnC RTF fluorescence at EC20 calcium; 0% EC20 calcium, 100% full calcium;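 active = activation above the mean over all tested compounds plus 3 SD, cut at about 30% in these data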;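 also: rise in fluorescence read as greater calcium sensitivity of cardiac thin filaments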
Tat transport: E. coli Tat transport inhibition. E. coli MC4100 TorA-mCherry Tat export, fluorescence. inhibition, % at 10 µM. 0.036% of 340,000 active. AID 488895;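 active = mean replicate inhibition at least 50% and at least half of replicates individually reaching 50%; inconclusive = only one of the two criteria met; inactive = neither criterion met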;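 also: exported cargo escapes ClpAP degradation while cytoplasmic cargo is degraded and loses fluorescence; 0% = median of neutral control wells and 100% = median of NaSCN control wells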
Rtt109 Vps75: inhibitors of Candida albicans Rtt109/Vps75 histone acetyltransferase. inhibition, % at 34.9 µM. AID 540336. 0.16% of 330,000 active. purified Rtt109/Vps75, ThioGlo CoA-SH fluorescence, 4 h;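 active = inhibition of at least 50% in every replicate; inconclusive = best replicate reaches 50% inhibition but some replicates fall short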
Target sequence (Q5AAJ8 whole entry, looked up): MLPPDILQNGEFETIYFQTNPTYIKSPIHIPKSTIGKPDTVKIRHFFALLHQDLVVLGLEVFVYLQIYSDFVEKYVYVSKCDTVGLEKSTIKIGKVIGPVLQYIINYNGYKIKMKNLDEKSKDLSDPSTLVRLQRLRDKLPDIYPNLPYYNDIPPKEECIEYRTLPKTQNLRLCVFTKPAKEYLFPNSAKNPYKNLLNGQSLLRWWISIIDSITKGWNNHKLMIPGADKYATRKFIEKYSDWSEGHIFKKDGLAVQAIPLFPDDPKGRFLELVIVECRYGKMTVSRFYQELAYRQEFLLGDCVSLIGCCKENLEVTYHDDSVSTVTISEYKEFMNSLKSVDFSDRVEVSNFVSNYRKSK
dFosB act: enhances mouse delta FosB homodimer DNA binding | P13346 | purified delta FosB, TAMRA-CDK5 oligo fluorescence polarization; percent of positive-control signal above neutral wells | activation, % at 25 µM | 0.99% of 340,000 active | AID 493131;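 active = mean activation above about 17%, with every replicate also reaching it, limit read from the data, passing the limit was not always enough; inconclusive = only one of the two conditions met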;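 also: fluorescence polarization rise as delta FosB binds a TAMRA Cdk5 AP-1 oligo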
Target sequence (P13346 whole entry, looked up): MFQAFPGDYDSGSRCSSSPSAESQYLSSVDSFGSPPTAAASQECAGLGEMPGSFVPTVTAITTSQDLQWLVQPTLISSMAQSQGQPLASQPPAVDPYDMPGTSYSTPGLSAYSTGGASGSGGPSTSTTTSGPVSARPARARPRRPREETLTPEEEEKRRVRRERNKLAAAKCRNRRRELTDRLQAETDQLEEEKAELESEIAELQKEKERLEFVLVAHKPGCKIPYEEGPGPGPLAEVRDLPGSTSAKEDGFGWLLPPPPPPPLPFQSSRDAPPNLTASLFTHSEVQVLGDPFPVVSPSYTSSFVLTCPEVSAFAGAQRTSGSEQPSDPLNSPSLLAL
MITF act: increases MITF-driven TRPM1 promoter luciferase signal | AID 588334 | 0.75% of 300,000 active | SK-MEL-5 TRPM1-promoter luciferase, 24 h; % of positive control, neutral wells = 0 | activation, % at 12.5 µM;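 active = mean activation of at least 80% with every replicate also reaching 80%; inconclusive = mean reaches 80% but some replicate falls short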;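 also: 0% = neutral control wells and 100% = parthenolide positive control wells; values of inactives mirror those of a sister screen read the other way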
V-ATPase pH: alters yeast V-ATPase proton transport; S. cerevisiae, pHLuorin cytosolic pH fluorescence; 0.37% of 350,000 active; response, % at 10 µM; AID 504577; in the data active = response mostly above about 7.3%, no sharp cut-off; inactive = mostly below about 5.4%; also: actives read high; inactives centre near 0; some compounds called inactive have numbers as strong as hits
CAL PDZ FP-1: blocks peptide binding to human CAL PDZ domain; Q9HD26; purified CAL PDZ, TMR-peptide fluorescence polarization, 1 h; inhibition, % at 20 µM; 0.02% of 330,000 active; AID 504414;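 active = highest replicate inhibition of at least 40%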;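 also: plate controls were DMSO neutral control wells for no effect and unlabeled competitor peptide control wells for full effect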
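Material: tagged CAL PDZ protein CerCALP, purified; buffer or medium: sodium phosphate/NaCl buffer pH 7.4 with TCEP, IgG, Thesit; also added: fluorescent TMR peptide probe; schedule: 1 h incubation at room temperature before polarization reading; technique: fluorescence polarization from S- and P-plane intensities, G-factor corrected; control set: unlabelled peptide and DMSO controls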
Wnt bcat act: Wnt/beta-catenin pathway activation; Wnt/beta-catenin reporter cell assay, activator, plate reader; activation, % at 9.35 µM; 1.2% of 300,000 active; in the data active = activation above about 30%, passing the limit was not always enough; inconclusive = no clear call, values can overlap the other calls;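 also: 0% = neutral control wells and 100% = positive control wells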
CAL PDZ FP-2: CAL PDZ (human) peptide binding inhibition | AID 602252 | inhibition, % at 24.9 µM | 0.92% of 300,000 active | purified CAL PDZ, TMR-peptide fluorescence polarization, 1 h;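 active = mean inhibition of at least 30% with at least half of replicates also reaching 30%; inconclusive = no clear call, values can overlap the other calls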;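 also: 0% = DMSO neutral control and 100% = excess unlabeled competitor peptide PRC23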
CDK5 p35 inh: blocks human CDK5/p35 kinase activity; Q00535+Q15078; Recombinant CDK5/p35, ADP-Glo luminescence, 60 min; inhibition, % at 10 µM; 0.01% of 330,000 active;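 active = highest replicate inhibition of at least 50% and at least 75% of replicates reaching 50%; inconclusive = only one of the two criteria met; inactive = both criteria failed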;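 also: plate controls were DMSO neutral control for no effect and GW8510 at 10 µM for full effect; many of its hits are not listed in these tables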
* marks the source's active call; other numbers are inactive results; ? = inconclusive; . = no result given.

SMILES	RTF Ca sens act	Tat transport	Rtt109 Vps75	dFosB act	MITF act	V-ATPase pH	CAL PDZ FP-1	Wnt bcat act	CAL PDZ FP-2	CDK5 p35 inh
O=C(COc1ccc(NC(=O)c2ccccc2[N+](=O)[O-])cc1)c1ccc(F)cc1	8.3	8.6	-1.6	2.2	0.4	1.4	-2.7	6.6	-2.5	-3.5
COc1ccc(Cc2nnc(NC(=O)Nc3ccccc3OC)s2)cc1	-2.0	0.7	-10.4	-8.8	8.2	-1.9	.	1.4	0.4	3.7
Cc1ccc2c(COC(=O)CNC(=O)c3ccccc3)cc(=O)oc2c1	4.0	-0.2	-3.8	1.4	14.5	0.6	-0.4	8.6	-5.5	-1.0
C/C(Cn1nnc2ccccc21)=N\NC(=O)c1ccc(Br)cc1	-1.2	-4.2	3.2	-3.6	-3.9	0.5	-0.5	.	-5.8	-1.8
CCOC(=O)C1=C(c2ccccc2)NC(=O)NC1c1cc(Br)c(O)c(OC)c1 (configuration not stated)	2.6	-0.5	-5.4	-12.9	-3.6	-8.1	-1.2	0.5	.	0.1
COc1ccc(OC)c(Nc2nc(-c3ccncc3)nc3ccccc23)c1	-1.7	-4.1	-1.4	-6.6	-0.7	10.8	.	0.2	-6.7	-1.7
O=C(NCCNC(=O)c1ccco1)c1ccc(Cl)c(Cl)c1	-0.5	-0.5	-5.7	-7.9	-6.0	-0.4	-2.4	-3.3	-2.9	-2.0
COc1ccc(Cn2nnnc2CN(Cc2cc3ccc(C)cc3[nH]c2=O)C2CCCC2)cc1	3.5	0.9	4.7	-8.7	-2.4	2.4	0.1	.	-0.5	-0.2
Cc1ccc(-c2csc3ncn(-n4c(C)ccc4C)c(=O)c23)o1	6.7	-9.9	5.4	-5.8	0.8	-2.2	.	.	3.3	-0.1
COc1cc(C(=O)Nc2ccccc2N2CCN(S(C)(=O)=O)CC2)cc(OC)c1OC	-0.5	-6.2	8.5	-3.0	8.2	-2.8	0.0	.	.	-0.9
Cc1ccc(CSCC(=O)Nc2ccc(N3CCOCC3)cc2N2CCOCC2)cc1	3.6	-10.5	20.0	-6.2	-2.9	1.2	-0.9	4.2	-3.7	1.4
Cc1ccc(-n2c(SCc3nc4ccccc4[nH]3)nnc2-c2ccncc2)cc1	-3.7	6.6	0.4	-4.9	-14.4	0.2	-0.3	-1.9	-3.1	0.6
Cc1ccccc1C(=O)Nc1cccc(-c2ccc3nncn3n2)c1	2.9	-1.3	-6.3	-10.3	-3.5	0.2	-1.8	-1.1	-1.0	-1.3
Cc1ccc(C)c(OCC(=O)Nc2nc3ccc([N+](=O)[O-])cc3s2)c1C	-0.2	27.3	-2.1	-9.9	-4.7	0.7	0.3	-1.8	-2.2	-1.5
Cc1nnc(SCCn2c(Br)nc3c2c(=O)n(C)c(=O)n3C)s1	-3.9	-0.4	-13.6	-1.8	.	-2.7	-0.5	.	-2.8	-0.5
COc1ccc(NC(=O)NC2CCCCCCC2)cc1	-6.6	-4.9	-2.1	-11.1	59.3	-2.4	0.2	6.2	-2.8	-0.3
Oc1ccc2nc(Cc3ccccc3)[nH]c2c1	-1.9	-1.7	1.7	0.8	24.0	5.9	-2.1	.	1.0	-0.7
COc1ccc(C2C(C(N)=O)=C(C)Nc3nc(-c4ccccc4)nn32)cc1OC (configuration not stated)	-2.8	-13.1	-2.8	-3.1	-4.2	-2.0	-1.3	-0.2	.	0.1
COc1ccc(-c2c[n+](CC(=O)N3c4ccccc4Sc4ccccc43)c3n2CCC3)cc1	-1.2	4.6	3.3	-8.7	-19.5	-0.5	-1.0	1.5	-5.8	-2.9
CC1(C)CC(=O)N(c2ccc(Cl)cc2Cl)C(=O)C1	7.8	-1.1	0.4	8.2	1.8	2.5	0.5	4.4	61.0*	-2.5
CN(c1ccc(C(=O)NCC2CCCO2)cc1)S(C)(=O)=O (configuration not stated)	-4.8	1.1	3.3	-9.1	9.2	3.4	0.9	0.7	-4.2	-1.2
O=C(CSc1ncn[nH]1)Nc1ccc(Br)cc1F	1.1	0.8	-8.0	-2.8	11.7	-0.5	0.2	.	0.2	0.5
Cn1cccc1-c1cc(C(=O)N/N=C/c2ccc([N+](=O)[O-])cc2)[nH]n1	-2.5	7.7	13.0	-0.3	-23.8	-1.7	-2.9	-1.3	-5.5	-0.5
Cc1ccccc1-n1c(SCc2c(C)noc2C)nnc1-c1c[nH]c2ccccc12	-0.1	-3.8	2.4	-3.4	4.3	1.4	.	-0.5	1.6	-0.9
COCCCNC(=O)CCn1nc(-c2ccc(Cl)cc2)ccc1=O	0.3	3.8	-7.4	2.8	7.2	1.0	-0.1	1.5	-2.8	-0.3

New compounds follow.
SMILES	RTF Ca sens act	Tat transport	Rtt109 Vps75	dFosB act	MITF act	V-ATPase pH	CAL PDZ FP-1	Wnt bcat act	CAL PDZ FP-2	CDK5 p35 inh
Cc1nc2cc(NC(=O)N3c4ccccc4CC3C)ccc2n1C (configuration not stated)	0.3	-2.2	.	-2.6	9.3	-4.2	-2.8	12.4	0.3	0.3
N#CCC(=O)Nc1ccc(C(=O)OCC(=O)NC(=O)Cc2ccccc2)cc1	-1.9	-3.0	4.3	-2.9	1.5	4.2	-2.2	-3.0	-5.8	0.2
COc1ccc(/C=C/S(=O)(=O)NCc2ccccc2)cc1OC	7.2	-4.8	?	-4.6	3.2	0.8	-0.3	0.3	5.7	-1.4
Cc1cc(NC(=O)CSc2nnnn2-c2ccc(C)c(C)c2)no1	.	-7.9	-1.2	-6.7	-2.1	2.1	-0.2	0.3	2.7	-0.2
CCOC(=O)C(Cc1ccccc1)NC(=O)CNC(=O)CNC(=O)OCc1ccccc1 (configuration not stated)	0.8	-4.6	-1.4	-2.5	1.5	0.9	0.1	.	-0.9	-0.4
COc1ccc(CCNC(=O)c2ccc(CNS(=O)(=O)c3ccccc3)cc2)cc1OC	3.8	-1.3	-3.0	-6.4	-14.1	-1.3	-2.8	.	-0.1	1.1
COc1cccc(C2=NOC(C(=O)N3CCOCC3)C2)c1 (configuration not stated)	3.8	5.4	-3.5	5.2	43.8	-4.2	-1.9	.	.	-1.4
O=C(CC1C(=O)NCCN1CCCc1ccccc1)NCCc1ccccc1Cl (configuration not stated)	-2.8	3.2	-5.1	6.7	4.6	-2.7	-3.1	2.5	0.9	0.2
CCOc1ccc(CC(=O)NNC(=S)Nc2ccc(OC)c(OC)c2)cc1	-0.2	-8.7	3.3	0.1	1.6	2.2	-0.2	-0.3	.	-0.3
CCN(CC)CCNC(=O)CS(=O)Cc1nc(-c2ccccc2Cl)oc1C (configuration not stated)	0.5	-8.8	-9.1	2.4	.	1.9	0.4	-5.9	-2.8	1.7
Cn1c(=O)c2c(nc(CN3CCN(c4ccc(F)cc4)CC3)n2CCN2CCOCC2)n(C)c1=O	-4.4	-7.5	-6.5	-1.9	3.2	1.1	-1.8	-3.0	-13.2	-0.4
CC1C(=O)N(Cc2cccc(F)c2)c2ccccc2N1C(=O)c1ccccc1 (configuration not stated)	7.4	-7.6	-8.7	-11.8	-7.1	-3.6	.	0.4	-3.8	1.5
Cc1c(Nc2nc3ccccc3nc2NS(=O)(=O)c2cccc(Cl)c2)c(=O)n(-c2ccccc2)n1C	-0.8	0.6	-1.6	-11.9	-9.8	-0.7	0.3	-1.7	-1.3	0.2
CCCC1=Nc2cc(C(=O)NCCCN3CCN(C)CC3)ccc2Sc2ccccc21	2.3	2.7	0.7	10.1	2.3	2.9	-1.2	-5.1	18.7	1.4
Cc1ccc(C(=O)N2CCN(c3ncnc4c(C)csc34)CC2)cc1	0.1	1.2	1.0	-11.0	.	-1.3	-1.2	0.3	-12.4	-0.3
Cc1cnc(C(=O)NC2CCSc3ccccc32)cn1 (configuration not stated)	1.5	-3.6	-9.5	-16.2	4.8	-4.3	-2.1	0.2	-2.3	-2.8
COc1cccc(C(=O)COC(=O)C2CC3CCCC(C2)C3=O)c1 (configuration not stated)	-5.4	-1.5	-5.9	-2.9	3.0	-2.1	-1.6	0.0	-6.2	0.1
Cc1sc2nc(C(C)C)nc(SCC(=O)NCc3ccco3)c2c1C	-3.9	0.7	-1.8	-11.9	-11.5	0.1	-2.5	2.5	-3.0	1.6
CC(C(=O)N(C)C1CCS(=O)(=O)C1)N1C(=O)/C(=C/c2ccco2)SC1=S (configuration not stated)	-4.2	-12.2	18.8	-1.0	-16.0	5.8	-2.6	3.8	-6.6	.
C/C(=N\NC(=O)Cc1cccn1C)c1cccs1	-2.5	3.0	-5.3	-2.9	-3.7	0.2	-0.4	.	-6.2	-0.5
Cc1sc2ncn3ncnc3c2c1C	-7.5	2.6	2.0	-5.8	16.8	-3.3	0.7	-7.8	5.3	0.9
CCCn1c(-c2ccc[nH]c2=O)nc2ccccc21	-3.7	-3.4	-1.7	3.5	6.7	5.1	-0.3	-1.2	1.6	1.4
O=C(O)c1cccc(S(=O)(=O)Nc2ccc(Oc3ccccc3)cc2)c1	-0.7	-2.4	2.5	-5.1	3.0	-5.1	-1.6	-0.1	-4.9	-0.4
CCOc1ccccc1N(C(=O)c1snc(C(N)=O)c1N)C(C(=O)NCCC(C)C)c1ccco1 (configuration not stated)	0.8	-2.8	-4.0	-0.7	-1.9	-3.0	-1.4	-3.9	.	-0.9

Whole records from above:
Profile of Cc1cc(NC(=O)CSc2nnnn2-c2ccc(C)c(C)c2)no1 : RTF Ca sens act = .; Tat transport = -7.9; Rtt109 Vps75 = -1.2; dFosB act = -6.7; MITF act = -2.1; V-ATPase pH = 2.1; CAL PDZ FP-1 = -0.2; Wnt bcat act = 0.3; CAL PDZ FP-2 = 2.7; CDK5 p35 inh = -0.2
Profile of Cc1cnc(C(=O)NC2CCSc3ccccc32)cn1 (configuration not stated) : RTF Ca sens act = 1.5; Tat transport = -3.6; Rtt109 Vps75 = -9.5; dFosB act = -16.2; MITF act = 4.8; V-ATPase pH = -4.3; CAL PDZ FP-1 = -2.1; Wnt bcat act = 0.2; CAL PDZ FP-2 = -2.3; CDK5 p35 inh = -2.8

Sorted by the number under CAL PDZ FP-1 (ascending): some entries from above.
| Structure | CAL PDZ FP-1 |
| --- | --- |
| Cc1cnc(C(=O)NC2CCSc3ccccc32)cn1 (configuration not stated) | -2.1 |
| Cc1ccc(C(=O)N2CCN(c3ncnc4c(C)csc34)CC2)cc1 | -1.2 |
| CCN(CC)CCNC(=O)CS(=O)Cc1nc(-c2ccccc2Cl)oc1C (configuration not stated) | 0.4 |

Source: PubChem
